BioA inh: inhibitors of Mycobacterium tuberculosis BioA enzyme; inhibition, % at 9.99 µM; hit rate 0.096% among 360,000; purified M. tuberculosis BioA enzyme, plate reader; in the data active = inhibition above about 40%; inconclusive = no clear call, values can overlap the other calls
FadD28 binding: inhibitors of Mycobacterium tuberculosis FadD28 bisubstrate binding | FadD28 bisubstrate probe binding, fluorescence polarization | inhibition, % at 12.5 µM | hit rate 0.22% among 360,000 | AID 588549; in the data active = inhibition above about 8.5%, passing the limit was not always enough; inconclusive = no clear call, values can overlap the other calls
BoNT-A LC inh2: BoNT A light chain protease inhibition | multiplex microsphere protease substrate cleavage, flow cytometry | inhibition, % at 10 µM | hit rate 0.17% among 360,000; note: plate controls were buffer without enzyme for full effect and enzyme alone for no effect
Mtb FBA inh: inhibitors of M. tuberculosis fructose-bisphosphate aldolase | purified M. tuberculosis FBA, fluorescence read-out | AID 588726 | hit rate 2.3% among 360,000 | P9WQA3 | inhibition, % at 1 µM; in the data active = inhibition above about 27%;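 note: 0% = vehicle and 100% = reference inhibitor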
Anthrax LF prot: blocks Bacillus anthracis lethal factor protease; P15917; multiplex microsphere protease cleavage assay, LF; inhibition, % at 10 µM; hit rate 0.12% among 360,000; AID 588501; note: plate controls were buffer without enzyme for full effect and enzyme alone for no effect
Target sequence (P15917 whole entry, looked up): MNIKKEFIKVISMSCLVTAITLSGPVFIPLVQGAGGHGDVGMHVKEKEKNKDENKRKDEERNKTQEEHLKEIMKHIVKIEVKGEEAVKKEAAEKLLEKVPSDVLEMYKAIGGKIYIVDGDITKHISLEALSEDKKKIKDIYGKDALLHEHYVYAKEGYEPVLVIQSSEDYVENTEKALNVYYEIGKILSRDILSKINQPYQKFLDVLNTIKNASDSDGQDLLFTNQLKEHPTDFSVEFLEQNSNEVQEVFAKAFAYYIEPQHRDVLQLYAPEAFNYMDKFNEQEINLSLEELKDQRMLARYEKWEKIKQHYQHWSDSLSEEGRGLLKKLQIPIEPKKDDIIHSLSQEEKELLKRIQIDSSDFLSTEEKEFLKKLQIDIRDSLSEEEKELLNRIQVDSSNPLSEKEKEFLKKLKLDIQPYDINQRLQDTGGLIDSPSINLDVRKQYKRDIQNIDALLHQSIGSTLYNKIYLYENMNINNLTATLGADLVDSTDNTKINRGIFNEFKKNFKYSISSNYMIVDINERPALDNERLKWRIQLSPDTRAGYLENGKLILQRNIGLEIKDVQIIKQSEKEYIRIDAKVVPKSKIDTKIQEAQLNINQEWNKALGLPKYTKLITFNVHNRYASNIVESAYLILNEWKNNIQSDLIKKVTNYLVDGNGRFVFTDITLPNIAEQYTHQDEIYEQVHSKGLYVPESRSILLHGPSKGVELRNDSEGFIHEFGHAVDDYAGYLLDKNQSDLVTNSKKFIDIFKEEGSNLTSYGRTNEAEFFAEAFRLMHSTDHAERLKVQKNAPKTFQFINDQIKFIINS
UGM FP inh: blocks M. tuberculosis UGM enzyme. P9WIQ1. purified UGM, fluorescence polarization probe displacement. inhibition, % at 10 µM. AID 504406. hit rate 0.06% among 320,000; in the data active = inhibition above about 10%, passing the limit was not always enough; inconclusive = no clear call, values can overlap the other calls
BoNT-F LC inh: inhibitors of Botulinum neurotoxin F light chain protease | Multiplex microsphere protease cleavage assay, flow cytometry | hit rate 0.22% among 360,000 | inhibition, % at 10 µM | AID 588497; in the data active = inhibition above about 35%, passing the limit was not always enough; inconclusive = no clear call, values can overlap the other calls; note: plate controls were buffer without enzyme for full effect and enzyme alone for no effect
PfHsp40 rescue: restores yeast growth despite PfHsp40 toxicity | growth rescue, % at 12.5 µM | S. cerevisiae expressing PfHsp40, growth rescue, ATP luminescence | hit rate 0.68% among 340,000 | AID 504582; in the data active = growth rescue above about 28%, passing the limit was not always enough; inconclusive = no clear call, values can overlap the other calls;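 note: yeast W303a lacking pdr1 and pdr3 grown in galactose medium; growth measured after three days at 30 °C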
GDH-TPI counter: GDH-TPI coupled enzyme inhibition counter-screen. GDH-TPI coupled enzyme counterscreen, NADH absorbance. inhibition, % at 4.8 µM. hit rate 1.2% among 360,000. AID 588335; in the data active = inhibition above about 30%;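 note: 0% = DMSO wells and 100% = wells lacking the enzyme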
Numbers without * were called inactive; u = inconclusive; x = no result given; & = joins results of further samples. Cut-off read from the data, not from the text of the source, unless noted: active = inhibition above about 30%; inconclusive = no clear call, values can overlap the other calls; inactive = below that.

SMILES	BioA inh	FadD28 binding	BoNT-A LC inh2	Mtb FBA inh	Anthrax LF prot	UGM FP inh	BoNT-F LC inh	PfHsp40 rescue	GDH-TPI counter
CC1CCCN(C(=O)C(Cc2ccccc2)n2cccc2)C1 (configuration not stated)	0.6	-0.8	-0.1	2	-6	1.2	1	-1.6	-10
O=C(CSc1ccccc1Cl)NC1CCCc2ccccc21 (configuration not stated)	x	-0.8	1.1	3	0	-1.5	20	0.2	6
COc1ccccc1NC(=O)Nc1ccc2[nH]c(=O)[nH]c2c1	x	-0.6	0.3	5	1	0.8	-5	-0.1	4
COc1ccc(C(=O)Nc2nc3ccc(S(C)(=O)=O)cc3s2)cc1OC	x	-4.3	2.8	3	6	4.6	14	-0.4	30
Cc1cc(C(F)(F)F)nn1CC(=O)N1CCCC1	-2.2	0.0	0.6	-2	4	0.7	-8	0.4	1
Cc1cccc(CC(=O)Nc2ccc(C(=O)N3CCOCC3)cc2)c1	0.4	-2.4	1.1	-1	-3	-2.5	0	5.2	2
CC(C)(C)[C@@H]1C=C(C(=O)N2CCN(Cc3ccccc3)CC2)O[C@H](OCCCCO)C1	-0.8&-0.5	-1.7	-0.3	0	-5	-1.5	-6	-1.5	8
COc1ccc(NC(=O)c2ccc3c(=O)n(Cc4ccco4)c(=S)[nH]c3c2)c(OC)c1	1.4	-5.9	0.9	-9	0	-2.0	-25	-0.6	-5
NC(=O)c1ccc2nc(NC(=O)c3ccc(N)cc3)sc2c1	x	-3.0	-1.4	-3	0	x	-7	-1.1	29
O=C(c1cnn2c(C(F)F)cc(-c3ccccc3)nc12)N1CCc2ccccc21	-2.0	-1.5	-0.5	-2	-2	0.5	-5	-0.8	-2
Nc1ncnc2c1ncn2[C@@H]1O[C@H](CNCc2ccc(OCC(=O)Nc3ccccn3)cc2)[C@@H](O)[C@H]1O	-0.1	u	-0.5	-3	-2	-0.6	-6	0.0	4
COc1ccc2nc(NC(=O)CSc3nc4ccccc4o3)sc2c1	-2.0	-2.4	-1.2	5	3	-1.7	-16	1.9	16
Cc1cccc(NC(=O)CSCC(=O)N2CCN(c3cccc(C(F)(F)F)c3)CC2)c1	0.1	-6.6	0.3	-4	4	0.5	-2	-0.5	2
CCOC(=O)c1c(S(=O)(=O)NCC2CCN(Cc3cccc(F)c3)CC2)c(C)n(C)c1C	-0.7	-2.2	-3.7	-2	-4	-0.7	-4	0.7	6
CCOC(=O)NN1C(=O)c2ccccc2NC1c1ccc(OC)cc1 (configuration not stated)	2.3	-0.6	-0.9	40*	-1	-1.4	-4	-0.2	9
O=c1c2c3c(sc2n2cnnc2n1CCc1ccccc1)CCCC3	0.3	2.0	-1.5	0	-4	1.8	-2	5.4	6
CCN(Cc1ccncc1)C(=O)c1ccc(Br)o1	2.7	-0.4	-0.3	0	-1	-1.6	-6	-1.5	1
COc1ccc2oc(-c3ccc(NC(=O)c4ccc(N5CCOCC5)c([N+](=O)[O-])c4)cc3)nc2c1	1.2	-3.6	-0.3	-5	-2	x	-5	1.7	7
Cc1cc(C)n(/N=C/c2cccc([N+](=O)[O-])c2)c(=O)c1	x	-0.6	-1.4	1	-1	2.7	-9	0.8	8
CC1CCN(C(=O)c2ccc3c(c2)OCO3)CC1	0.1	-0.3	1.4	3	1	0.8	7	-0.5	-5
O=C(CSc1nnc(C2COc3ccccc3O2)o1)NC1CCCCC1 (configuration not stated)	-3.1	-3.2	-1.3	0	-2	-0.6	-17	-0.8	2
COc1cc(/C=N/OCC(=O)NC23CC4CC(CC(C4)C2)C3)ccc1OCc1ccccc1	7.7	0.6	-0.1	-4	0	-1.1	-5	0.1	8
CCOc1ccc(S(=O)(=O)N2c3ccccc3CC2C)cc1 (configuration not stated)	0.4	-4.1	0.3	-2	-9	-0.6	-4	-0.5	-2
O=C(COc1nsnc1N1CCOCC1)Nc1cccc(Cl)c1	3.3	-0.4	0.5	-3	-4	-1.0	-8	0.7	3
CCCC(=O)Nc1cccc(NC(=O)CN2CCN(c3ccccc3OC)CC2)c1	-0.1	-2.2	-0.3	-4	4	x	3	-1.4	-8
CCOc1ccc(NC(=O)CSc2nc3ccccc3nc2N2CCOCC2)cc1	-1.9	-0.1	-0.9	1	2	-1.9	-7	-1.0	10
CC(=O)Nc1ccc(S(=O)(=O)NCC(=O)OCC(=O)NC(=O)C2CCCCC2)cc1	-0.1	-1.8	-0.6	-2	-1	1.3	-5	-1.4	7
CN1CCN(c2ccc(NC(=O)N3CCc4ccccc43)cc2)CC1	-1.0	-0.1	-2.0	2	-11	-2.3	-6	-2.1	9
CCCS(=O)(=O)c1nc(S(=O)(=O)c2ccc(C)cc2)c(NCCN2CCOCC2)s1	-3.9	-1.2	0.4	0	-11	2.4	-8	0.4	13
Cc1cc(C)c(S(=O)(=O)NCCSCc2ccco2)c(C)c1	0.5	x	1.9	-2	-7	-4.1	2	-0.5	-8
O=C(OCCOCCN=C1NS(=O)(=O)c2ccccc21)c1ccccc1Br	3.0	-0.3	0.4	1	-3	5.3	0	1.3	-1
CCC1CCCCN1CCCNC(=O)Cn1ncc2c(C)n(Cc3ccccc3Cl)c(C)c2c1=O (configuration not stated)	3.9	-5.0	-0.3	-1	-6	1.1	-2	-0.9	-3
O=C(CSc1nnc(Cc2ccccc2)o1)Nc1ccc(Br)cn1	-0.7	-3.7	-0.3	0	-3	-1.5	-2	-0.4	2
CCOC(=O)CN1C(=O)S/C(=C/c2cc(C)n(-c3ccccn3)c2C)C1=O	5.6	-1.7	0.4	0	-4	-0.2	-7	-0.4	19
O=C(CC1SC(N2CCOCC2)=NC1=O)Nc1ccccc1F (configuration not stated)	-2.3	-0.6	-0.6	1	5	-0.8	0	-1.5	11
COC(=O)C1=C(C)NC(=O)C1(NC(=O)c1cccnc1)C(F)(F)F (configuration not stated)	-0.5	-0.5	0.9	0	-2	-0.1	8	1.7	19
N#C/C(=C/c1ccc(-c2cc([N+](=O)[O-])ccc2Cl)o1)C(N)=O	x	-0.7	-1.1	0	-1	0.5	0	0.3	13
Cn1c(O)c(C(c2ccncc2)c2c(O)n(C)c(=S)n(C)c2=O)c(=O)n(C)c1=S	2.8	-2.9	0.2	0	1	4.4	2	1.2	3
Cc1cccc(NC(=O)c2cccc(N3C(=O)C4C5CCC(C5)C4C3=O)c2)c1C (configuration not stated)	0.5	-4.0	u	-2	-9	2.5	8	-0.2	-11
CCc1nnc(NS(=O)(=O)c2ccc(NC(=S)NC(=O)/C=C/c3ccccc3)cc2)s1	x	-9.3	0.4	-3	2	-0.7	-2	-1.6	3

Structural class, those above containing a CF3 group (three)
SMILES	BioA inh	FadD28 binding	BoNT-A LC inh2	Mtb FBA inh	Anthrax LF prot	UGM FP inh	BoNT-F LC inh	PfHsp40 rescue	GDH-TPI counter
Cc1cc(C(F)(F)F)nn1CC(=O)N1CCCC1	-2.2	0.0	0.6	-2	4	0.7	-8	0.4	1
Cc1cccc(NC(=O)CSCC(=O)N2CCN(c3cccc(C(F)(F)F)c3)CC2)c1	0.1	-6.6	0.3	-4	4	0.5	-2	-0.5	2
COC(=O)C1=C(C)NC(=O)C1(NC(=O)c1cccnc1)C(F)(F)F (configuration not stated)	-0.5	-0.5	0.9	0	-2	-0.1	8	1.7	19

The results go on:
SMILES	BioA inh	FadD28 binding	BoNT-A LC inh2	Mtb FBA inh	Anthrax LF prot	UGM FP inh	BoNT-F LC inh	PfHsp40 rescue	GDH-TPI counter
COc1ccccc1NS(=O)(=O)c1ccc(C)c(C(=O)NCC2(N(C)C)CCCCC2)c1	-0.6	-1.8	-1.7	2	2	-0.5	-2	15	9
O=C(Cc1ccccc1[N+](=O)[O-])N/N=C/c1cccnc1	-0.5	-1.1	3.6	-2	1	-2.2	-11	-1.0	1
COc1ccc2oc(=Nc3ccccc3)c(-c3nc4ccccc4[nH]3)cc2c1	-0.8	-1.7	0.9	10	-1	2.2	1	0.3	9
O=C(Cn1nc([N+](=O)[O-])nc1Br)NC1CCCCC1	-0.5	-2.9	-1.0	0	-3	0.7	-2	-1.0	-8
C[C@H](NC(=O)OC(C)(C)C)C(=O)N/N=C/C1=Cc2ccccc2OC1	-0.2	-0.2	u	21	1	1.2	u	0.7	13
CC1=NN(c2cccc(Cl)c2)C(=O)C1	-0.5	1.4	-0.4	1	-7	1.2	-5	-0.6	7
CCN(Cc1ccccc1)S(=O)(=O)c1cc(C(=O)c2c(N)n(C)c(=O)n(C)c2=O)ccc1OC	x	-1.1	-0.1	0	-4	-1.5	-9	1.0	3
CC(C)COc1nc2c(c(=O)n(C)c(=O)n2C)n1C	-0.7	-3.0	-2.2	3	1	0.6	20	-0.4	-4
C[C@@]1([C@@H](NC(=O)c2cccs2)c2ccc(-c3ccccc3)cc2)C[C@H]1C1CCCCC1	2.1	-0.3	0.0	0	-9	-1.7	-2	-0.5	8
O=[N+]([O-])c1cccc(-c2nc3ccccc3s/c2=N/O)c1	-1.1	-2.0	-2.4	-2	10	2.5	-10	-0.6	16
Cc1cccc(NC(=O)C2CCCN(S(=O)(=O)c3c(C)nn(C)c3C)C2)n1 (configuration not stated)	-0.3	0.5	0.3	3	-2	-1.1	1	-0.6	0
CC(C)CC(N)c1csc(Nc2ccc(S(C)(=O)=O)cc2)n1 (configuration not stated)	6.1	-0.6	0.0	1	-2	x	-6	x	4
COCCn1c(=S)[nH]c2cc(C(=O)N3CCCC(C)C3)ccc2c1=O (configuration not stated)	-1.7	-0.1	x	-1	x	-0.7	x	1.1	6
CCN1C(=O)[C@H]2[C@@H](c3ccc(-c4ccc(OC)cc4)c(OC)c3)N3CCCC[C@@]3(C(=O)OC)[C@H]2C1=O	-2.1	-1.1	0.3	5	-2	1.4	-3	-0.4	9
N[C@@H]1CC[C@@]2(O)[C@H]3Cc4ccc(O)c5c4[C@@]2(CCN3CC2CC2)C1O5 (some centres not stated)	-0.6	-3.3	0.3	3	-2	x	4	0.4	0
O=C(CSc1ncccn1)N1CCCc2ccccc21	x	0.5	-0.3	-3	-3	0.1	1	1.0	0
CC(Sc1nc2ccccc2c(=O)n1CCCN1CCOCC1)C(=O)N1CCc2ccccc21 (configuration not stated)	x	-0.7	-1.6	-3	0	x	-10	0.2	5
CCCc1cc(=O)oc2cc(C)cc(OC(C)C(=O)NCC(O)c3ccccc3)c12 (configuration not stated)	1.4	-4.5	2.7	76*	-1	-0.3	4	-0.1	2
COC(=O)c1cc(=O)nc(NN=C2CCCCC2)s1	x	-3.5	-0.1	-4	-11	x	-1	x	x
Cc1cccc(NC(=O)C2(c3ccccc3)CC2(Cl)Cl)c1 (configuration not stated)	1.4	-6.8	1.3	1	2	2.2	-5	1.7	4
OCCC1CN(Cc2cn[nH]c2C2CCCCC2)CCN1C1CCCCC1 (configuration not stated)	-0.3	0.9	-0.2	5	-2	-1.2	-8	1.2	-3
Cc1nn(Cc2ccccc2Cl)c(C)c1C(=O)N1CCN(c2ccccc2)CC1	0.5	-2.8	2.4	-2	1	-1.6	4	0.2	5

Entries of single compounds as entered above. Order of screens: BioA inh, FadD28 binding, BoNT-A LC inh2, Mtb FBA inh, Anthrax LF prot, UGM FP inh, BoNT-F LC inh, PfHsp40 rescue, GDH-TPI counter
CCCc1cc(=O)oc2cc(C)cc(OC(C)C(=O)NCC(O)c3ccccc3)c12 (configuration not stated) in the list: 1.4, -4.5, 2.7, 76*, -1, -0.3, 4, -0.1, 2
OCCC1CN(Cc2cn[nH]c2C2CCCCC2)CCN1C1CCCCC1 (configuration not stated) in the list: -0.3, 0.9, -0.2, 5, -2, -1.2, -8, 1.2, -3
COCCn1c(=S)[nH]c2cc(C(=O)N3CCCC(C)C3)ccc2c1=O (configuration not stated) in the list: -1.7, -0.1, x, -1, x, -0.7, x, 1.1, 6
CCN(Cc1ccccc1)S(=O)(=O)c1cc(C(=O)c2c(N)n(C)c(=O)n(C)c2=O)ccc1OC in the list: x, -1.1, -0.1, 0, -4, -1.5, -9, 1.0, 3
